Screens deposited in PubChem by NCI.
NCI-60 one-dose screen, 48 h, at 10 µM unless noted. Numbers give growth in % (100 = growth as untreated, 0 = no growth, -100 = all killed).
T-47D = T-47D breast cancer. actives 5% (n = 79,000)
HS 578T = HS 578T breast cancer; actives 4.1% (n = 78,000)
MALME-3M = MALME-3M melanoma; actives 5.8% (n = 78,000)
BT-549 = BT-549 breast cancer | AID 1794793 | actives 4.4% (n = 78,000)
LOX IMVI = LOX IMVI melanoma; actives 7.4% (n = 79,000); AID 1794757
SK-MEL-2 = SK-MEL-2 melanoma; actives 4.7% (n = 77,000); AID 1794763
MDA-MB-231 = MDA-MB-231 breast cancer. actives 5% (n = 81,000)
MCF7 = MCF7 breast cancer; actives 6.3% (n = 82,000); AID 1794796
* marks the source's active call; other numbers are inactive results; x = no result given; & = joins results of further samples. How the source made its calls: active means growth percent below 10; inactive means the rest. Rows are unselected. About 11% of those tested had a hit in this group.

no.	mol	T-47D	HS 578T	MALME-3M	BT-549	LOX IMVI	SK-MEL-2	MDA-MB-231	MCF7
1	Oc1ccccc1CN1CCC2(CCCN(Cc3ccccc3F)C2)C1 (stereo unspecified)	85	107	104	114	96	95	103	102
2	O=C(O)C1C2CCC(CC2)C1C(=O)O (stereo unspecified)	109	109	94	109	100	104	106	95
3	O=C1CCC23OC4ON=C(Br)C4C2C(O)c2ccccc2N13 (stereo unspecified)	89	99	82	94	97	127	106	95
4	CC(=O)c1cc2c(cc1C)C(C)CCC2(C)C (stereo unspecified)	96	104	87	105	95	102	x	89
5	O=C1ON=[N+](c2ccc(Cc3ccc([N+]4=NOC(=O)C4CN4CCOCC4)cc3)cc2)C1CN1CCOCC1 (stereo unspecified)	56	64	66	61	65	79	60	46
6	Cc1ccc(/C=C/C(=O)c2ccc(N)cc2)c(C)c1	101	100	-76*	90	-92*	99	57	35
7	CCOC(=O)C1=C(C)NC(=O)NC1c1cnc(C(C)O)s1 (stereo unspecified)	100	98	100	102	97	97	104	97
8	Fc1ccc(-c2nc(-c3nc4cc(Cl)c(Cl)cc4[nH]3)cc3c2[nH]c2ccccc23)cc1	61	84	108	78	72	76	54	58
9	COc1ccc(-c2nc(NCC(=O)c3ccc(Br)cc3)[nH]c(=O)c2C#N)cc1	93	110	101	95	98	100	90	102
10	OC(c1ccccn1)C(O)c1ccccn1 (stereo unspecified)	109	111	122	106	96	108	108	101
11	Cc1nc2ccc(-n3c(-c4ccc(Cl)cc4)nc4ccccc4c3=O)cc2n1Cc1ccccc1	79	101	89	83	92	96	88	85
12	CCn1cc(C2=C(c3cn(C)c4ncccc34)C(=O)N(O)C2=O)c2cccnc21	82	97	83	94	94	104	89	79
13	O=C(Nc1ccc(N2CCCCC2)c(Cl)c1)c1ccc(Br)o1	63	73	-67*	81	2.0*	92	69	50
14	COc1cc(C(=O)/C=C/c2c(-c3ccc(F)cc3)nc3sc(C)cn23)cc(OC)c1OC	9.4*	25	6.8*	15	25	144	38	29
15	Nc1nc(N)c2c(n1)NC(c1cccc(Nc3ccnc4cc(C(F)(F)F)ccc34)c1)CC(c1ccc(Br)cc1)=N2 (stereo unspecified)	69	68	54	114	25	52	57	17

Additional entries:
no.	mol	T-47D	HS 578T	MALME-3M	BT-549	LOX IMVI	SK-MEL-2	MDA-MB-231	MCF7
16	c1ccc2cc3c(cc2c1)Cn1c-3nc2ccccc21	69	112	100	101	97	124	90	59
17	C1=C(c2ccccc2)CCCCC1	105	x	105	108	88	104	111	101
18	CC(C)c1ccc(/C=N/N=C(N)N)cc1	91	98	88	86	84	102	89	8.1*
19	CC(=O)CC(C)(C)S(=O)(=O)O	104	127	104	100	99	101	108	95
20	C/C=C(C)/C=N/Nc1nc(-c2ccc(Cl)cc2)cs1	77	96	95	89	92	99	96	80
21	CC(=O)C1=C(C)NC(NNc2ccccc2)=NC1c1ccc([N+](=O)[O-])cc1 (stereo unspecified)	83	100	116	103	77	102	88	75
22	CC(C)C(NS(=O)(=O)c1ccc(N=Nc2ccc(N(C)C)cc2)cc1)C(=O)NCCOCCOCC(=O)NC(CCCCNC(=O)C(CCCCNC(=O)CCNC1CCCCC1OC1NCC(C(F)(F)F)CC1Cl)NC(=O)COCCOCCNC(=O)C1CCC(N2CCN(CC3CCC(Cl)CC3)CC2)C([N+](=O)[O-])C1)C(=O)NCCOCCOCC(=O)NC(CCCCNC(=O)CN1CCN(CC(=O)O)CCN(CC(=O)O)CCN(CC(=O)O)CC1)C(=O)O (stereo unspecified)	90	99	92	106	86	98	94	94
23	CCn1c(Sc2nnc(NC(=O)CCSC(=S)N3CCCC3)s2)nc2c1c(=O)n(C)c(=O)n2C	97	90	96	96	99	121	106	93
24	Cc1nc(Nc2ccc(F)c(Cl)c2)sc1C(=O)O	6.9*	19	31	-0.3*	2.1*	11	-20*	12
25	NC(N)=N/N=C/c1ccc(F)cc1	88	x	105	109	96	97	108	100
26	O=C(O)C(c1ccccc1)N1C(=O)CSC1=S (stereo unspecified)	98	100	107	94	97	102	108	94
27	COC1OC(C(C)Br)C2OC(C)(C)OC12 (stereo unspecified)	81	110	90	99	98	x	95	97
28	CC1CCc2c(sc3nc(SCC(=O)N/N=C/c4ccccc4)n(-c4ccccc4)c(=O)c23)C1 (stereo unspecified)	89	94	95	95	62	98	82	75
29	O=C(Nc1ccc(Nc2cc(Nc3ccccc3)ncn2)cc1)Nc1cc(C(F)(F)F)ccc1F	24	79	86	85	64	83	57	52
30	COc1ccc(-c2cc3c(OC)c(OC)c(OC)cc3oc2=O)cc1	42	33	47	57	47	x	58	26

(list continues)
no.	mol	T-47D	HS 578T	MALME-3M	BT-549	LOX IMVI	SK-MEL-2	MDA-MB-231	MCF7
31	N=C(N)c1ccc(-c2ccc(-c3ccc(Cl)cc3Cl)o2)nc1	59	-15*	90	95	-83*	103	-38*	-55*
32	CCN(CC)C(=O)C1CCCCN1Cc1c[nH]c2ccccc12 (stereo unspecified)	99	104	102	92	94	100	103	99
33	O=c1[nH]c(Cl)ncc1F	93	94	x	42	59	87	95	35
34	CCCCCC(CCc1ccccc1)(C(=O)OCC)C(=O)OCC	115	97	101	x	102	103	105	95
35	CC(C)CCC[C@@H](C)[C@H]1CC[C@H]2[C@@H]3CC=C4C[C@@H](C(C(=O)O)C(=O)O)CC[C@]4(C)[C@H]3CC[C@]12C	-14*	-13*	-43*	-23*	-29*	-59*	-28*	1.8*
36	CC(C)(NC(=O)c1cc(Cl)c2ccccc2c1O)C(=O)O	91	118	110	117	94	114	113	98
37	COc1cc(/C=N/O)nc(-c2ccccn2)c1	37	65	6.5*	34	3.5*	26	27	16
38	CC1=NN(c2nc(-c3ccc(Cl)cc3)c(C#N)c(N3CCOCC3)n2)C(=O)C1	93	55	42	66	75	87	92	94
39	O=C1Nc2ccccc2/C1=N/N=C/c1ccc2c(c1)OCCO2	88	100	98	112	105	102	99	91
40	CC1CCc2c(ccc3ccccc23)C1=O (stereo unspecified)	96&106	95&115	128&113	100&107	104&100	121	117&105	98&110
41	C[C@@H]1NC(=O)[C@H](Cc2ccccc2)N(Cc2cccc(O)c2)C1=O	90	95	107	98	103	109	92	96
42	C=CCn1c(SCC(=O)Nc2ccc(C(=O)/C=C/c3ccccc3Cl)cc2)nnc1-c1c[nH]c2ccccc12	90	110	96	102	65	98	96	71
43	CCCCN(C)c1ncnc2[nH]ncc12	97	189	118	115	87	104	101	107
44	O=[N+]([O-])c1ccc(NCCNc2ccc([N+](=O)[O-])cc2)cc1	98	103	127	109	101	102	101	102
45	COC(=O)CC1C2(C)C3=C(C)C(c4ccoc4)CC3OC2C(OC(C)=O)C2C(C)(C(=O)OC)C=CC(=O)C21C (stereo unspecified)	79	94	98	111	99	85	102	95

An excerpt from above, limited to HS 578T.
no. | molecule | HS 578T
39 | O=C1Nc2ccccc2/C1=N/N=C/c1ccc2c(c1)OCCO2 | 100
40 | CC1CCc2c(ccc3ccccc23)C1=O (stereo unspecified) | 95&115
41 | C[C@@H]1NC(=O)[C@H](Cc2ccccc2)N(Cc2cccc(O)c2)C1=O | 95
42 | C=CCn1c(SCC(=O)Nc2ccc(C(=O)/C=C/c3ccccc3Cl)cc2)nnc1-c1c[nH]c2ccccc12 | 110
43 | CCCCN(C)c1ncnc2[nH]ncc12 | 189
44 | O=[N+]([O-])c1ccc(NCCNc2ccc([N+](=O)[O-])cc2)cc1 | 103

Another view of 4 compounds above:
41: C[C@@H]1NC(=O)[C@H](Cc2ccccc2)N(Cc2cccc(O)c2)C1=O
- T-47D = 90
- HS 578T = 95
- MALME-3M = 107
- BT-549 = 98
- LOX IMVI = 103
- SK-MEL-2 = 109
- MDA-MB-231 = 92
- MCF7 = 96

39: O=C1Nc2ccccc2/C1=N/N=C/c1ccc2c(c1)OCCO2
- T-47D = 88
- HS 578T = 100
- MALME-3M = 98
- BT-549 = 112
- LOX IMVI = 105
- SK-MEL-2 = 102
- MDA-MB-231 = 99
- MCF7 = 91

38: CC1=NN(c2nc(-c3ccc(Cl)cc3)c(C#N)c(N3CCOCC3)n2)C(=O)C1
- T-47D = 93
- HS 578T = 55
- MALME-3M = 42
- BT-549 = 66
- LOX IMVI = 75
- SK-MEL-2 = 87
- MDA-MB-231 = 92
- MCF7 = 94

45: COC(=O)CC1C2(C)C3=C(C)C(c4ccoc4)CC3OC2C(OC(C)=O)C2C(C)(C(=O)OC)C=CC(=O)C21C (stereo unspecified)
- T-47D = 79
- HS 578T = 94
- MALME-3M = 98
- BT-549 = 111
- LOX IMVI = 99
- SK-MEL-2 = 85
- MDA-MB-231 = 102
- MCF7 = 95

Later entries.
no.	mol	T-47D	HS 578T	MALME-3M	BT-549	LOX IMVI	SK-MEL-2	MDA-MB-231	MCF7
46	O=C(C(=C(c1ccccc1)c1ccccc1)c1ccccc1)c1ccccc1	77	100	113	108	71	78	104	88
47	Oc1c(Cl)cc(Cl)c2ccc(Cn3cc(-c4cc(C(F)(F)F)cc(C(F)(F)F)c4)nn3)nc12	34	95	-13*	66	-10*	90	87	21
48	CC(=O)Oc1ccccc1C(=O)Nc1ccc(C(=O)/C=C/c2ccc(O)cc2)cc1	93	106	114	105	111	118	120	94
49	Cc1cc(Cl)c(N)c([N+](=O)[O-])c1	101	98	107	90	102	75	102	95
50	CCCc1[nH]nc2c1C(c1cc3c(cc1[N+](=O)[O-])OCO3)C(C#N)=C(N)O2 (stereo unspecified)	101	102	125	98	106	108	104	98
51	CCOC(=O)c1c(C)nc2c(c1N)/C(=C/c1ccc[nH]1)C(=O)N2c1cc(OC)c(OC)c(OC)c1	99	93	105	93	95	95	95	82
52	O=S1(=O)N(Cc2ccccc2)[C@@H](Cc2ccccc2)C2O[C@H]2[C@H](Cc2ccccc2)N1Cc1ccccc1 (stereo partly specified)	32	99	68	63	20	84	24	x
53	COc1ccc2occ(C3=C(c4c[nH]c5ccccc45)C(=O)NC3=O)c2c1	57	34	47	36	45	44	28	22
54	NC(=O)c1cc2c(n1Cc1ccccc1)-c1nc(Nc3ccccc3)ncc1CCC2	60	60	x	82	60	104	64	59
55	C[C@H]1[C@H](C)CC[C@]2(COCCC#N)CC[C@]3(C)C(=CC[C@@H]4[C@@]5(C)Cc6c([nH]c7ccccc67)C(C)(C)[C@@H]5CC[C@]43C)[C@H]12	89	98	108	118	99	93	110	96
56	COc1ccc(CNC(=O)[C@H](O)[C@@H](N)Cc2ccccc2)cc1OC	111	107	99	101	103	131	99	96
57	c1ccc(-c2n(Cc3ccc4ccccc4c3)c3ccccc3[n+]2Cc2ccc3ccccc3c2)cc1	x	-34*	-57*	-28*	-97*	-36*	-49*	-44*
58	O=C1CC(c2ccccc2)CC2=C1C(c1c[nH]c3ccc(Br)cc13)Cc1cc(Br)ccc1N2 (stereo unspecified)	35	64	68	71	51	66	59	49
59	Cc1cc2nc(C(C)(C)O)[nH]c2cc1C	91	104	111	96	96	127	88	89
60	COC(=O)C1(C2CCCCCCC2=O)NC(=S)NC(=O)C1C#N (stereo unspecified)	110	99	100	112	x	127	111	98

(further entries)
no.	mol	T-47D	HS 578T	MALME-3M	BT-549	LOX IMVI	SK-MEL-2	MDA-MB-231	MCF7
61	COc1cc(CNS(=O)(=O)c2ccc(C)cc2)ccc1OCc1cn(-c2ccc(Cl)c(Cl)c2)nn1	97	94	89	105	99	104	94	86
62	COc1ccc(/C=N/NC(=O)CSc2nc(-c3cnccn3)cc(-c3cccs3)c2C#N)cc1	69	65	92	49	46	89	71	77
63	COc1ccc(/C=C(\C#N)c2nc(N)nc(Nc3ccc(S(N)(=O)=O)cc3)n2)cc1	93	98	111	98	105	99	91	87
64	CCCCC1COc2cccc3c2N1C=C/C3=C\C(=O)N(C)c1cccc2ccccc12 (stereo unspecified)	x	110	97	112	96	113	94	87
65	C=C1CCC2C3(C)COC(c4ccc(F)cc4)OC3CCC2(C)C1C/C=C1/C(=O)OCC1O (stereo unspecified)	-17*	-5.6*	-72*	-86*	x	-63*	-45*	-31*
66	CC(=O)N1CCNc2nc(N)[nH]c(=O)c21	71	111	111	93	98	95	100	110
67	C[n+]1c(/C=C\c2ccc(Cl)cc2)ccc2ccccc21	66	83	66	30	102	102	107	67
